# From PubChem
# Rv3671c inh: Rv3671c serine protease inhibitors, primary screen, biochemical, fluorescence polarization, M. tuberculosis H37Rv | P9WHR9 | inhibition, % at 5.96 µM | 320,000 compounds, 0.048% hits | AID 2606, 2010; in the data active = inhibition above about 38%;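 note: extracellular domain of Rv3671c used as enzyme; 0% = enzyme with DMSO and 100% = no enzyme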
# Target sequence (P9WHR9 whole entry, looked up, the tested form may be a part): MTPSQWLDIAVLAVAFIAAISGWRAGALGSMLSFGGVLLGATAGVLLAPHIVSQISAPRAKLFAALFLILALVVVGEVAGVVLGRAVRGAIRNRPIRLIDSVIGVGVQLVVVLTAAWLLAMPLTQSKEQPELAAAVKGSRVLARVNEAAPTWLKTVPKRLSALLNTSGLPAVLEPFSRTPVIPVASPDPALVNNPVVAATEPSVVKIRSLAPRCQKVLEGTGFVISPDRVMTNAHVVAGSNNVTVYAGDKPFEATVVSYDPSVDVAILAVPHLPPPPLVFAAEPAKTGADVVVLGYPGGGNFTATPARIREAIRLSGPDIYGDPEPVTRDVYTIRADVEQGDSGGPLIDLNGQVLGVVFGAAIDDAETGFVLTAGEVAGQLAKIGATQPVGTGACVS
# TcdB GH inh: TcdB glycohydrolase inhibitors, primary screen, biochemical, single point, plate reader; Toxin B (Clostridioides difficile), P18177; TcdB glycohydrolase enzymatic assay; inhibition, % at 9.99 µM; AID 652162, 2013; 350,000 compounds, 0.24% hits; in the data active = inhibition above about 10%
# BH1578 lux ind: inducers of Vibrio cholerae quorum light production without autoinducers, primary screen, BH1578 luxS cqsA deficient, single point; V. cholerae BH1578 lux reporter, luminescence, 6 h; activation, % at 18.7 µM; 350,000 compounds, 0.16% hits; AID 588436, 2011; in the data active = activation mostly above about 9.7%, no sharp cut-off; note: not every result past the cut was called active; inactives centre near 0; reference of the scale not given here
# SSB-PriA inh: inhibitors of Klebsiella pneumoniae PriA binding to SSB C-terminal tail, primary screen, biochemical, AlphaScreen | PriA–SSB C-terminal tail interaction (Klebsiella pneumoniae) | AlphaScreen SSBct-PriA binding, biotinylated peptide | inhibition, % at 33 µM | 430,000 compounds, 0.6% hits | AID 1272365, 2023; in the data active = inhibition mostly above about 37%, no sharp cut-off; inactive = mostly below about 20%;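 note: plate controls were negative control peptide for no effect and reference peptide for full effect; strong numbers were not always called active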
# PrPC surface inh: inhibitors of human cell surface prion protein PrPC, primary screen, cell-based, TR-FRET. TR-FRET read-out. 370,000 compounds, 0.43% hits. inhibition, % at 13.8 µM; in the data active = inhibition above about 24%; note: 0% = median of the test wells and 100% = reference compound wells
# MazF activator: activators of E. coli MazEF toxin-antitoxin RNase, primary screen, biochemical, fluorescence, uHTS; FAM/BHQ RNA-DNA oligo cleavage fluorescence, 5 h; activation, % at 20 µM; 350,000 compounds, 0.32% hits; Endoribonuclease toxin MazF (Escherichia coli (strain K12)), P0AE70; in the data active = activation above about 50%
# Target sequence (P0AE70 whole entry, looked up): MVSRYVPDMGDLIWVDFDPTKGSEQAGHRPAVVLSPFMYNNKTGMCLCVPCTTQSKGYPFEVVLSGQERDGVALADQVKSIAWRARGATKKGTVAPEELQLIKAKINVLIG
# CCHFV vOTU inh: CCHFV vOTU protease inhibitors, primary screen, biochemical, Pep-AMC substrate, fluorescence. 370,000 compounds, 0.55% hits. inhibition, % at 11.5 µM. AID 651958, 2012; in the data active = inhibition above about 30%; note: 0% = vehicle wells with enzyme and 100% = no enzyme wells
# VHR inh abs: VHR1 phosphatase inhibitors, primary screen, biochemical, absorbance, uHTS. Dual specificity protein phosphatase 3 (Homo sapiens), P51452. recombinant VHR phosphatase, pNPP absorbance. inhibition, % at 13.3 µM. 290,000 compounds, 0.52% hits; in the data active = inhibition above about 50%; note: some compounds called inactive have numbers as strong as hits
# Target sequence (P51452 whole entry, looked up): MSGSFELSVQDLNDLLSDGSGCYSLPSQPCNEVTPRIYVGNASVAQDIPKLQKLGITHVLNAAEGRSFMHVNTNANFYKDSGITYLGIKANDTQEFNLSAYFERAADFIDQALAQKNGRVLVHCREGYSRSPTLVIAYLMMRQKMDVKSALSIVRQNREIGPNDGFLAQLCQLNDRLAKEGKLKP
# 3CLpro inhibitor: SARS-CoV 3CLpro protease inhibitors, primary screen, biochemical, quenched FRET | 290,000 compounds, 0.14% hits | recombinant SARS-CoV 3CLpro, quenched FRET peptide cleavage | inhibition, % at 6 µM | AID 1706, 2009 | Replicase polyprotein 1ab (Severe acute respiratory syndrome coronavirus), P0C6X7; in the data active = inhibition above about 12%
# Yp Topo-I inh: Yersinia pestis topoisomerase I inhibitors, primary screen, biochemical, cleavage product accumulation, plate reader, single point; 360,000 compounds, 0.064% hits; Y. pestis Topo-I cleavage product accumulation; DNA topoisomerase I (Yersinia pestis CO92); activity, % at 10 µM; in the data active = activity above about 50%, passing the limit was not always enough; note: inactives centre near 2
# * = called active by the depositor; i = inactive; / = not tested or not shown; & = joins results of further samples. An excerpt (hit frequency here may not be typical).
SMILES,Rv3671c inh,TcdB GH inh,BH1578 lux ind,SSB-PriA inh,PrPC surface inh,MazF activator,CCHFV vOTU inh,VHR inh abs,3CLpro inhibitor,Yp Topo-I inh
COc1ccc(/C=N/S(=O)(=O)c2ccc(C)cc2)cc1,-6,1.0,-0.5,/,3,9,-16,2,0,5
c1ccc2[nH]c(CSc3nc4ccccc4s3)nc2c1,-8,/,/,-4,15,9,-7,11,6,11
O=C(C1=C(O)C(=O)N(Cc2ccccc2)C1c1cccnc1)c1ccco1 (configuration not stated),-13,/,1.8,13,-8,11,-1,/,-1,-3
C#CCNC(=O)C1=C[C@@H](c2ccc3c(c2)OCO3)C[C@@H](OCc2ccc(CO)cc2)O1,6,/,-1.4,-5,-4,12,-3,/,/,21
C#CCN(C[C@H]1[C@H](OC(=O)NCc2ccco2)[C@H](OC(=O)NCc2ccco2)C[C@H]2C(=O)N(c3ccccc3)C(=O)[C@@H]12)S(=O)(=O)c1ccc(C)cc1,/,-0.4,-0.6,/,-5,-2,8,/,/,25
CC(CC(=O)Nc1nnc(CC(C)(C)C)s1)c1ccccc1 (configuration not stated),-3,0.3,-0.8,-16,-11,6,17,-2,3,-8
COc1c(F)c(F)c(C(=O)Nc2ccccc2N2CCN(C(=O)C(C)C)CC2)c(F)c1F,-3,/,/,-19,5,1,6,-4,3,5
CN(Cc1ccccc1)C(=O)CNC(=O)C12CC3CC(CC(C3)C1)C2,-9,0.8,-0.3,1,-5,4,4,/,/,4
CCCOc1cccc(C(=O)N(Cc2ccc(OC)c(OC)c2)C2CCS(=O)(=O)C2)c1 (configuration not stated),-5,/,-0.2,-6,2,-10,-3,30,-3,5
CC(=O)NC(C)C(=O)OCC(=O)c1ccc(-c2ccccc2)cc1 (configuration not stated),1,2.0,-0.3,-2,2,-6,-10,17,1,8
COc1ccc(CNC(=O)C(OC(=O)c2nsc(Cl)c2Cl)C(C)C)cc1 (configuration not stated),0,-0.1,-0.4,-18,-3,-3,11,1,-2,1
COCCNC(=O)c1cccc(OC2CCN(Cc3ccc(OC(F)F)cc3)CC2)c1,-3,0.9,i,-1,-3,-2,-16,6,-3,14
COCCO[C@H]1CCC2C3CC=C4C[C@@H](O)CC[C@]4(C)C3CC[C@@]21C (some centres not stated),-6,1.2,i,-13,0,14,4,/,/,-7
CCO[C@H]1OC(C(=O)N2CCN(C)CC2)=C[C@@H](c2coc3ccccc3c2=O)[C@@H]1CCCO,0,1.0,-0.6,-6,4,2,4,18,-1,4
CN1C(=O)/C(=C\c2ccc(N(C)C)cc2)OC1=S,/,-1.1,0.8,-15,-3,-698,-6,1,-5,4
Cc1cccc(-c2csc(N)c2C(=O)OC(C)C)c1,2,/,i,-14,1,2,5,12,-5,0
Cc1csc(NC(=O)c2c(O)c3c(n(CC(C)C)c2=O)CCCC3)n1,0,/,-12,-10,/,-4,/,6,-2,-11
Cc1ccc(-c2cc(Cc3ccncc3)c(=O)[nH]n2)cc1,-6,1.7,-0.7,1,-11,-5,0,4,6,10
C/C(=N\NC(=O)c1ccc(O)cc1)c1ccc2c(c1)Nc1ccccc1S2,4,0.8,i,/,6,-2,5,37,2,-18
O=C(CCCN1C(=O)c2ccccc2C1=O)NCc1ccco1,-3,/,-0.3,-4,-5,1,7,-14,-3,4
Cc1ccccc1-n1nc2c(c1NC(=O)c1cc3ccccc3oc1=O)CS(=O)C2 (configuration not stated),-3,/,/,-20,/,-1,/,18,-2,-2
O=C(/C=C/c1cccs1)c1cc(F)ccc1OC(=O)N1CCOCC1,9,2.6,i,7,8,-9,11,/,0,-4
COc1ccc(N2CCc3c(C)nc4c(OC)cc(OC)cc4c32)c(OC)c1,-2,/,-0.3,-7,-12,15,8,9,-1,3
CCOC(=O)C1CCCCN1Cc1cccc(C(F)(F)F)c1 (configuration not stated),3,0.9,i,-9,-3,-2,-12,4,-2,2
COc1cc2c(cc1NC(=O)COCC(=O)O)oc1ccccc12,/,0.2,-0.1,0,-5,-5,7,-7,1,4

# (next part)
SMILES,Rv3671c inh,TcdB GH inh,BH1578 lux ind,SSB-PriA inh,PrPC surface inh,MazF activator,CCHFV vOTU inh,VHR inh abs,3CLpro inhibitor,Yp Topo-I inh
CCOc1ccc(-c2noc(CCCC(=O)NC3CCCC3)n2)cc1OC,-2,-0.2,-0.2,-2,-4,8,-4,12,-8,3
O=C(CN1C(=O)NC2(CCCC2)C1=O)Nc1ccc(Cl)cc1F,1,0.9,-0.2,-6,-1,6,4,7,1,12
COC(=O)c1c(C)[nH]c(C(=O)CSc2ccc(Cl)cc2)c1C,-5,/,i,-1,1,-5,5,15,-1,-7
Cn1nnnc1Sc1ncnc2scc(-c3ccccc3Br)c12,-2,0.2,5.0,3,-4,0,5,/,/,5
CC(=O)NC(c1cccc(F)c1)c1nc(-c2cccc(F)c2)cs1 (configuration not stated),/,0.8,i,/,2,/,-11,/,/,4
Cc1ccccc1N=Nc1ccc(O)c2ncccc12,7,0.5,-1.4,57&5,5,8,6,4,6,1
CN(C(=O)COC(=O)c1ccc(NS(=O)(=O)c2cccs2)cc1)C1CCCCC1,-8,-1.0,i,3,9,-1,-9,-10,-2,-5
Cc1csc(NC(=O)CSc2nnc(-c3cccs3)n2C)n1,0,/,-0.4,-16,-4,3,9,-2,1,0
COc1ccc(CN2C(=O)CN(C3CCCCCC3)C(=O)C2c2ccc(OC)c(OC)c2)cc1 (configuration not stated),9,/,i,-14,-4,-2,-12,7,3,20
Cc1ccccc1-n1nc(C)c2cc(C(=O)NC3CC3)sc21,-5,/,-0.3,-15,-2,6,0,26,-1,-2
CCOC(=O)Nc1ccc2nc3n(c(=O)c2c1)CCCCC3,3,4.5,i,-3,7,-3,-5,12,3,-1
Cc1nn(-c2ccccc2)c(N2CCCC2)c1/C=N/NC(=O)c1cc(-c2ccccn2)nc2ccccc12,5,/,-0.2,/,-8,2,5,13,1,15
C=CCN1C(=O)CS/C1=N\N=C\c1cccc([N+](=O)[O-])c1,1,1.0,-0.2,/,3,2,2,13,-1,-3
Cc1ccc(OCC(O)CN2CCN(CC(O)COc3ccc(C)cc3Cl)CC2)c(Cl)c1 (configuration not stated),5,/,i,-4,-1,11,-8,40,-12,1
COc1ccccc1CCNC(=O)NC1CCCCC1,-2,1.0,-0.3,-14,-2,1,6,-12,-2,2
Nc1nonc1C(=O)N1CCCC1,4,0.6,i,-4,-3,2,8,22,-2,-3
COc1ccc(NC(=O)CCCN2C(=O)C(c3ccccc3)Oc3cccnc32)c(OC)c1 (configuration not stated),-4,1.2,-1.6,16,11,5,11,-1,3,27
COc1ccc(OC)c(/C=C/C(=O)Nc2ccc(OC)nc2)c1,-6,1.9,-0.2,-10,-7,-21,-4,18,-1,2
COc1ccc(/C=C/C(=O)OCC(=O)NC2CC2)c(OC)c1,-3,0.8,0.9,5,-4,2,12,/,/,5
CCCOc1ccc(C2Nc3cccc4cccc(c34)N2)cc1,5,0.1,i,14,-5,15,-4,5,8,-17
Cc1ccc(C)c(NS(=O)(=O)c2cc(C(=O)NCc3ccncc3)ccc2C)c1,-5,-0.1,-0.1,13,1,4,-4,23,-1,20
Cc1ccc(NC(=O)CS(=O)(=O)c2cn(CC(=O)N3CCOCC3)c3ccccc23)cc1,1,-0.1,-0.2,-13,4,2,-5,6,1,2
COc1ccc(C(=O)Oc2cc(OC)cc(OC)c2C(C)=O)cc1,2,0.3,i,-2,-3,6,4,5,2,1
C#CCOc1ccccc1/C=C1/C(=O)ON=C1C,-6,-1.8,-13,9,2,2,-2,7,-1,-13
O=C(NCCc1c[nH]c2ccccc12)C(=O)c1c[nH]c2ccccc12,-12,1.4,-1.0,19,19,-14,-3,6,-2,-10

# Remaining list, next part.
SMILES,Rv3671c inh,TcdB GH inh,BH1578 lux ind,SSB-PriA inh,PrPC surface inh,MazF activator,CCHFV vOTU inh,VHR inh abs,3CLpro inhibitor,Yp Topo-I inh
Cc1ccc(-n2c(=O)cc(N3CCc4ccccc4C3)[nH]c2=O)cc1,-5,/,i,-3,-12,10,-11,9,-2,8
CCn1cc(C(=O)N2CCN(c3cccc(C)c3C)CC2)c(=O)c2ccc(C)nc21,1,0.3,3.0,-1,1,1,15,1,-2,30
CN(CCOc1ccc(Cl)cc1)C(=O)C1CCN(C(=O)c2ccc(F)cc2)CC1,0,0.9,i,2,-4,6,4,16,-4,33
COC(=O)C1=CN(Cc2ccc(OC)c(OC)c2)C=C(C(=O)OC)C1c1cccs1,/,-4.3,i,-16,9,-8,-50,20,-1,-7
OC1(c2cccc(C(F)(F)F)c2)CCN(CCN2CCCCC2)CC1,5,-3.3,i,-9,7,6,21,4,1,-6
O=C(CSc1nnc(CNC(=O)c2ccccc2F)o1)NCc1ccco1,-3,0.3,-0.4,3,5,8,14,10,0,-4
O=C(OCC1CC(c2ccccc2)=NO1)c1ccco1 (configuration not stated),-5,-1.0,0.5,-5,-6,-1,-13,8,2,7
C/C(CC(=O)Nc1ccc(C)c(Cl)c1)=N\NC(=O)c1cccc(O)c1,-6,-0.3,i,/,7,4,-6,-1,9,-3
Cc1nc2ccccc2c(=O)n1Cc1ccco1,9,0.7,i,-4,-6,8,5,32,-2,8
O=C1COc2ccccc2N1Cc1ccc(Cl)cc1,1,0.7,i,-20,3,-3,15,30,-1,4
CC1(C)Cc2cccc(OCC(=O)NC3CC3)c2O1,-6,/,-0.3,3,-2,2,-4,-10,-8,3
Cn1ccnc1C1CCCCN1Cc1nc(Cc2ccccc2F)no1 (configuration not stated),-4,1.0,-0.4,-12,-3,-4,-10,26,-1,7
CC1CCCC(NC(=S)Nc2cccc(S(=O)(=O)N(C)C)c2)C1C (configuration not stated),-3,1.6,-0.5,-3,-3,7,24,-3,1,-4
O=S(=O)(Cc1ccccc1)N=Nc1c(O)[nH]c2ccc(Br)cc12,5,/,-0.4,-10,/,2,/,1,2,4
Cn1c(/C=C/c2cccc([N+](=O)[O-])c2)c([N+](=O)[O-])c(=O)n(C)c1=O,-3,0.9,i,-13,-12,6,1,16,-4,-2
O=C(NCc1ccccn1)c1ccc(N2CCCC2)c([N+](=O)[O-])c1,1,1.9,i,9,-20,-2,5,38,2,5
COC(=O)c1cn(-c2ccccc2)nc1-c1ccc(OC)c(OC)c1,-5,0.0,i,-12,-7,3,-12,28,1,0
CCCCc1cc(=O)oc2cc(C)cc(OCC(=O)O)c12,0,/,i,-3,3,-3,-46,12,-5,-3
Cc1nn(-c2ccccc2)c(Cl)c1/C=C(\CC(=O)O)c1nc2ccccc2s1,8,/,-4.0,7,3,-8,28,19,11,0

# Of the compounds above, these contain an aryl thioether with sulfur outside any ring:
SMILES,Rv3671c inh,TcdB GH inh,BH1578 lux ind,SSB-PriA inh,PrPC surface inh,MazF activator,CCHFV vOTU inh,VHR inh abs,3CLpro inhibitor,Yp Topo-I inh
c1ccc2[nH]c(CSc3nc4ccccc4s3)nc2c1,-8,/,/,-4,15,9,-7,11,6,11
COC(=O)c1c(C)[nH]c(C(=O)CSc2ccc(Cl)cc2)c1C,-5,/,i,-1,1,-5,5,15,-1,-7
Cn1nnnc1Sc1ncnc2scc(-c3ccccc3Br)c12,-2,0.2,5.0,3,-4,0,5,/,/,5
Cc1csc(NC(=O)CSc2nnc(-c3cccs3)n2C)n1,0,/,-0.4,-16,-4,3,9,-2,1,0
O=C(CSc1nnc(CNC(=O)c2ccccc2F)o1)NCc1ccco1,-3,0.3,-0.4,3,5,8,14,10,0,-4
